# Bioassay records: PubChem, several laboratories
# RPL19A TOR yeast: modulators of TOR pathway RPL19A-GFP in S. cerevisiae; 330,000 compounds, 0.3% hits; percent response vs DMSO, % at 10 µM; AID 2025; S. cerevisiae RPL19A-GFP strain, flow cytometry, 3 h; stronger effect = lower value;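 active means percent response vs DMSO below 50%; inconclusive means fewer than 70 events counted for the yeast strain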;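 further: median channel GFP fluorescence of the barcoded RPL19A-GFP strain; ratio of sample median GFP to plate DMSO average so 100% = DMSO; lower means less RPL19A-GFP as with rapamycin TOR inhibition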
# CR mimetic SO: yeast age-related superoxide inhibition as caloric restriction mimetic; AID 2690; S. cerevisiae aged cells, superoxide DHE fluorescence; stronger effect = lower value; superoxide response (% of plate mean), % at 10 µM; 330,000 compounds, 0.18% hits;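 active means superoxide response under a set limit, about three screen SD below normal, cut at about 65% in these data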;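 further: yeast aged for seven days with compound at 30 °C before DHE staining; 100% = average MFI of all compound-treated wells on the plate with controls excluded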
# CIT2 TOR yeast: alters CIT2-GFP fluorescence in TOR pathway yeast screen | GFP response vs DMSO, % at 10 µM | AID 2029 | S. cerevisiae CIT2-GFP strain, flow cytometry, 3 h; 100 means same as DMSO wells | 320,000 compounds, 0.065% hits;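 active means GFP response relative to DMSO above a set limit, near the screen mean plus 3 SD, cut at about 150% in these data; inconclusive means Fewer than 70 cells measured for a yeast strain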;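 further: ratio of well median GFP fluorescence to mean of DMSO wells on the plate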
# MEP2-GFP yeast: alters MEP2-GFP fluorescence in TOR pathway yeast screen; S. cerevisiae MEP2-GFP strain, flow cytometry GFP, 3 h; 100% = DMSO control level; GFP response vs DMSO, % at 10 µM; 330,000 compounds, 0.51% hits;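 active means GFP response versus DMSO above a set limit, roughly screen mean plus 3 SD, cut at about 180% in these data; inconclusive means fewer than 70 cells counted for a yeast strain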;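 further: median GFP fluorescence of the barcode-gated MEP2-GFP cells per well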
# AHR act: activates the human aryl hydrocarbon receptor; AID 2796; AHR-responsive luciferase reporter cells, luminescence; 320,000 compounds, 2.5% hits; P35869; activation, % at 5 µM; in the data active means activation above about 47%;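 further: 0% = vehicle wells and 100% = reference agonist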
# Target sequence (P35869 whole entry, looked up): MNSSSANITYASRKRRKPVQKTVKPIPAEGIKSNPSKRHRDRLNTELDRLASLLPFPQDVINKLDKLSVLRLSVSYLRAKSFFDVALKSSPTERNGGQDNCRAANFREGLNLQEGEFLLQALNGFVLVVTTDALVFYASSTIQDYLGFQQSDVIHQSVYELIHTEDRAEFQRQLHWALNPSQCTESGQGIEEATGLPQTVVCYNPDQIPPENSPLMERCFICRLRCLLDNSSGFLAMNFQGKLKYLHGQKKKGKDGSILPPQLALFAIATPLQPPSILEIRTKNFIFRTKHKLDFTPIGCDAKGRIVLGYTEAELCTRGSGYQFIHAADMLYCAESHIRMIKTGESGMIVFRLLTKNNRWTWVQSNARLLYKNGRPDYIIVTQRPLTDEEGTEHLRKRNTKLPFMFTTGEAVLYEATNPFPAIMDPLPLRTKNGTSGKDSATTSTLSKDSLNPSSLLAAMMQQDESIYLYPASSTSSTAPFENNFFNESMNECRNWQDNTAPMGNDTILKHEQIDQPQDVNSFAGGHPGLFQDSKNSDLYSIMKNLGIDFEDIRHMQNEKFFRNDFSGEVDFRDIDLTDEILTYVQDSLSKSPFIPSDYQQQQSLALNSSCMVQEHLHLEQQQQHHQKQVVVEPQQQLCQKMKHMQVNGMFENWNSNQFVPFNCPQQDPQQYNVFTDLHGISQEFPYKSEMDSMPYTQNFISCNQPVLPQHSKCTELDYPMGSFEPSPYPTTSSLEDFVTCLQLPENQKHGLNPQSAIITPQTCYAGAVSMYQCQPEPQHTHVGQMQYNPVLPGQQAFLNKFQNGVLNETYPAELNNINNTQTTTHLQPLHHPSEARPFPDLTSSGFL
# LAP4 TOR yeast: modulators of TOR pathway LAP4-GFP in S. cerevisiae. S. cerevisiae LAP4-GFP multiplex, flow cytometry GFP, 3 h; median GFP as percent of DMSO wells. GFP response vs DMSO, % at 10 µM. 320,000 compounds, 0.34% hits;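 active means GFP response vs DMSO above a set limit, about the screen mean plus 3 SD, cut at about 150% in these data; inconclusive means under 70 cell events counted for the yeast strain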
# AGP1 TOR yeast: alters AGP1-GFP fluorescence in TOR pathway yeast screen. AID 2066. 320,000 compounds, 0.02% hits. GFP response vs DMSO, % at 10 µM. S. cerevisiae AGP1-GFP multiplex flow cytometry, 3 h; GFP as percent of DMSO wells;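 active means GFP response relative to DMSO above a set limit, near screen average plus 3 SD, cut at about 150% in these data; inconclusive means fewer than 70 cells counted for the yeast strain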;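 further: median GFP channel fluorescence of the gated AGP1 strain per well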
# Efflux pump inh: blocks antifungal efflux pumps in multiplex yeast assay. S. cerevisiae Candida pump triplex, Nile Red efflux. 330,000 compounds, 0.44% hits. AID 485275. inhibition, % at 10 µM;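 active means plate passing quality check with inhibition over a set limit, or well fluorescence over plate mean plus 4 SD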;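 further: Nile Red retained in pooled yeast measured as flow cytometry median fluorescence; 0% = buffer negative control and 100% = Enniatin B positive control; higher means more Nile Red kept so more efflux inhibition; some compounds called inactive have numbers as strong as hits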
# Starred values were filed as active, the others as inactive; ? = inconclusive; nt = no result given.
# The opening four compounds as a preview:
SMILES	RPL19A TOR yeast	CR mimetic SO	CIT2 TOR yeast	MEP2-GFP yeast	AHR act	LAP4 TOR yeast	AGP1 TOR yeast	Efflux pump inh
C[C@H]1[C@@H](OC(=O)CCC(=O)O)O[C@@H]2OC3(C)CC[C@H]4[C@H](C)CC[C@@H]1[C@@]24OO3	98	104	109	95	-3	101	88	0.0
Cc1ccc(N2C(=O)c3oc4ccccc4c(=O)c3C2c2cccc(O)c2)nc1 (stereo not drawn)	103	103	105	114	2	109	110	-0.2
CNC(=S)Nc1cccc(C(C)=O)c1	97	105	93	100	0	96	102	-0.2
O=S(=O)(Cc1ccc(Cl)cc1)Nc1ccc2c(c1)OCO2	103	112	94	101	8	104	104	0.0

# All compounds of this part, repeating the preview:
SMILES	RPL19A TOR yeast	CR mimetic SO	CIT2 TOR yeast	MEP2-GFP yeast	AHR act	LAP4 TOR yeast	AGP1 TOR yeast	Efflux pump inh
C[C@H]1[C@@H](OC(=O)CCC(=O)O)O[C@@H]2OC3(C)CC[C@H]4[C@H](C)CC[C@@H]1[C@@]24OO3	98	104	109	95	-3	101	88	0.0
Cc1ccc(N2C(=O)c3oc4ccccc4c(=O)c3C2c2cccc(O)c2)nc1 (stereo not drawn)	103	103	105	114	2	109	110	-0.2
CNC(=S)Nc1cccc(C(C)=O)c1	97	105	93	100	0	96	102	-0.2
O=S(=O)(Cc1ccc(Cl)cc1)Nc1ccc2c(c1)OCO2	103	112	94	101	8	104	104	0.0
Cc1ccc(S(=O)(=O)NCc2cccnc2)c(C)c1	102	107	105	100	2	95	94	0.0
CCC(Sc1nc2ccccc2[nH]1)C(=O)Nc1cc(C)on1 (stereo not drawn)	99	104	101	102	2	104	102	-0.1
CCOC(=O)c1c(C)oc2cc(Br)c(OC(C)C(=O)OCC)cc12 (stereo not drawn)	95	92	100	96	1	97	100	-0.1
CCc1noc(C)c1C(=O)Nc1cc(S(=O)(=O)N2CCOCC2)ccc1OC(C)C	108	83	102	100	-1	112	111	0.0
Cc1ccc(C2=NNC3(CCOC(C)(C)C3)S2)cc1 (stereo not drawn)	110	95	109	114	41	101	104	-0.1
O=C(CCSCc1cccc(Cl)c1)NC1CCCC1	102	98	89	98	-5	95	94	0.4
CCCCC(=O)Nc1cc([N+](=O)[O-])ccc1Cl	106	101	110	105	28	91	101	0.0
O=C(Nc1ccc(S(=O)(=O)Nc2ncccn2)cc1)c1cccc(S(=O)(=O)N2CCOCC2)c1	99	94	100	109	-3	100	104	0.0
CCN(CCN(C)C)C(=O)c1ccc2c(c1NCCO)C(=O)c1ccccc1C2=O	101	145	103	101	1	105	111	-0.1
CCn1c(O)c(/C=N/N=C2CCCCC2)c2cc(C3=NNC(=O)CC3)ccc21	98	102	90	102	0	112	102	0.3
O=C(CN1C(=O)NC2(CCCCCC2)C1=O)N1CCN(c2ccccc2)CC1	94	91	94	96	-1	92	97	0.1
CN(C(=O)c1ccc2c(c1)C(=O)N(CCC1=CCCCC1)C2=O)C1CCCCC1	102	96	106	105	4	97	103	0.2
FC(F)(F)c1ccc(-n2cnc3ccccc32)nc1	100	102	97	103	65*	106	93	-0.1
C=CCn1c(SCc2ccccc2C#N)nnc1-c1ccccc1O	100	97	100	97	2	106	101	0.1
O=C1Nc2ccc([N+](=O)[O-])cc2OC1CCN1CCN(Cc2ccc3c(c2)OCO3)CC1 (stereo not drawn)	95	104	100	102	0	105	101	0.0
CC(=O)OCC1OC(c2ccccc2)C(OC(C)=O)C(OC(C)=O)C1OC(C)=O (stereo not drawn)	97	104	101	99	-3	94	92	0.0

# Single records, from the list above.
# Cc1ccc(N2C(=O)c3oc4ccccc4c(=O)c3C2c2cccc(O)c2)nc1 (stereo not drawn) in the list: RPL19A TOR yeast: 103; CR mimetic SO: 103; CIT2 TOR yeast: 105; MEP2-GFP yeast: 114; AHR act: 2; LAP4 TOR yeast: 109; AGP1 TOR yeast: 110; Efflux pump inh: -0.2
# CCCCC(=O)Nc1cc([N+](=O)[O-])ccc1Cl in the list: RPL19A TOR yeast: 106; CR mimetic SO: 101; CIT2 TOR yeast: 110; MEP2-GFP yeast: 105; AHR act: 28; LAP4 TOR yeast: 91; AGP1 TOR yeast: 101; Efflux pump inh: 0.0
# O=C(CN1C(=O)NC2(CCCCCC2)C1=O)N1CCN(c2ccccc2)CC1 in the list: RPL19A TOR yeast: 94; CR mimetic SO: 91; CIT2 TOR yeast: 94; MEP2-GFP yeast: 96; AHR act: -1; LAP4 TOR yeast: 92; AGP1 TOR yeast: 97; Efflux pump inh: 0.1

# (further entries)
SMILES	RPL19A TOR yeast	CR mimetic SO	CIT2 TOR yeast	MEP2-GFP yeast	AHR act	LAP4 TOR yeast	AGP1 TOR yeast	Efflux pump inh
CC1(C)CC(=O)C(N=Nc2ccc(OC(F)F)cc2)=C(O)C1	104	112	102	100	0	104	101	-0.1
O=C1C(NS(=O)(=O)c2ccccc2)=C(N2CCN(c3ccc(F)cc3)CC2)C(=O)c2ccccc21	111	143	103	111	66*	100	98	0.1
CC1=C(C(=O)Nc2ccccc2C)C(c2cccs2)NC(=S)N1 (stereo not drawn)	108	101	101	115	0	103	103	0.1
O=C(O)c1cccc(S(=O)(=O)N2CCN(c3ccccn3)CC2)c1	101	95	101	103	nt	94	98	0.0
COc1ccccc1Nc1nc(NCC2CCCO2)c2ccccc2n1 (stereo not drawn)	96	81	108	102	19	96	98	-0.3
O=C(NCCc1ccc2c(c1)OCCO2)c1ccc([N+](=O)[O-])cc1Cl	98	117	96	104	0	109	104	-0.1
CC(NC(=O)Cc1ccc(F)cc1)C(c1cccs1)N1CCN(C)CC1 (stereo not drawn)	91	117	90	94	-2	90	89	-0.7
O=C(O)c1ccc(NCc2nc3ccccc3n2CCOc2ccccc2Cl)cc1	99	107	101	102	1	97	101	0.0
CSc1cccc(NC(=S)N(CCC(C)C)C2CCN(C(C)=O)CC2)c1	98	92	100	103	5	104	95	0.1
O=C(CN(C(=O)c1ccc2c(c1)OCCO2)c1ccccc1)NCC1CCCO1 (stereo not drawn)	97	93	98	102	-2	95	99	0.1
CCN(CC)c1cc(CS(=O)c2ccccc2)nc(-c2ccccc2)n1 (stereo not drawn)	102	101	102	105	24	106	105	0.0
O=C(Nc1ccccc1C(F)(F)F)N1CCN(C(c2ccccc2)c2ccccc2)CC1	99	113	94	102	0	100	100	-0.1
Cn1c(N)c(S(=O)(=O)N2CCN(Cc3ccccc3)CC2)c(=O)n(C)c1=O	98	95	105	102	4	89	95	-0.1
COc1ccc(CC(=O)Nc2nc(-c3ccc(OC)c(OC)c3)cs2)cc1OC	102	114	98	101	-6	115	103	0.1
Cc1ccccc1NC(=S)NC(=O)c1cncc(Br)c1	101	103	94	102	41	100	91	0.1
CC(C)N1C(=O)CCC1C(=O)NCc1ccc(F)cc1Cl (stereo not drawn)	104	120	102	116	1	99	97	0.1
NS(=O)(=O)c1ccc(NC(=S)NCc2ccco2)cc1	101	90	103	113	8	101	109	0.1
CC(c1ccc(F)cc1)n1c(Cn2ncc3ccccc3c2=O)n[nH]c1=S (stereo not drawn)	102	102	78	102	-2	90	104	-0.1
CC(C)c1ccc(CN2C(=O)c3ccccc3S2(=O)=O)cc1	89	96	86	110	1	111	87	-0.1
Cc1cc(NC(=O)CCC(=O)N(Cc2cccs2)C(C(=O)NC2CCCC2)c2ccccc2)no1 (stereo not drawn)	97	104	97	102	-1	96	101	0.2

# New compounds follow
# Fields: RPL19A TOR yeast | CR mimetic SO | CIT2 TOR yeast | MEP2-GFP yeast | AHR act | LAP4 TOR yeast | AGP1 TOR yeast | Efflux pump inh
COc1ccc(-c2nc(SCC(=O)N3CCCC3)n[nH]2)cc1
 : 101 | 118 | 95 | 94 | 4 | 93 | 97 | 0.0
Nc1ccccc1-c1ccccc1N
 : 103 | 87 | 98 | 102 | 2 | 99 | 104 | 0.0
Cc1cc(OCC(=O)N2CCCCCC2)ccc1[N+](=O)[O-]
 : 101 | 91 | 104 | 105 | 14 | 98 | 100 | -0.2
O=C(NCc1cccnc1)c1ccc(COc2ccc(Cl)cc2Cl)o1
 : 93 | 102 | 95 | 102 | 20 | 97 | 93 | -0.1
COc1cc(NS(=O)(=O)c2ccc(N/C=C(\C=O)c3nc4cc(Cl)ccc4o3)cc2)nc(OC)n1
 : 98 | 108 | 103 | 114 | 29 | 101 | nt | -0.1
CCS(=O)(=O)N1Cc2ccccc2CC1C(=O)Nc1ccc(F)cc1 (stereo not drawn)
 : 91 | 103 | 93 | 88 | 2 | 93 | 91 | -0.1
CCn1c2ccccc2c2cc(NC(=O)CSc3nnnn3-c3ccccc3)ccc21
 : 95 | 106 | 98 | 94 | 82* | 90 | 89 | 0.5
Cc1ccc(/C=N/N2CCOCC2)s1
 : 103 | 99 | 93 | 111 | 6 | 97 | 107 | 0.0
Cc1ccnc(NC(=S)NC(=O)/C=C/c2ccco2)c1
 : 101 | 82 | 99 | 107 | 27 | 130 | 100 | -0.1
CC(C)(C)CN1CCNC(=O)C1CC(=O)NC1Cc2ccccc2C1 (stereo not drawn)
 : 96 | 84 | 101 | 109 | 3 | 106 | 98 | -0.1
Cc1cc(F)ccc1NC(=S)NCCc1ccccc1
 : 125 | 99 | 87 | 106 | nt | 82 | 91 | 0.1
O=C(CSc1nnc(-c2ccccc2)o1)NC(=O)Cc1ccccc1
 : 89 | 101 | 88 | 92 | 0 | 97 | 90 | -0.1
CC(=O)C1=C(C)NC(=O)NC1c1cccc(O)c1 (stereo not drawn)
 : 98 | 102 | nt | 101 | 5 | 96 | 99 | 0.2
COc1ccc(-n2c(=S)[nH]c3ccccc3c2=S)cc1
 : ? | 97 | ? | ? | 13 | ? | ? | 0.1
